# Compound activity deposited in PubChem BioAssay by Broad Institute.
# LGR2 antag: inhibitors of bursicon-induced LGR2 CRE-luciferase signal, primary screen, cell-based, HEK293, CRE-luciferase reporter, bursicon stimulation | bursicon-stimulated, 4 h | inhibition, % at 9.99 µM | AID 720647, 2013 | hit rate 0.35% among 380,000 | Drosophila bursicon receptor LGR2 (rickets);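 active = drop in luminescence signal, shown as inhibition above about 50% in the replicate tests, limit read from the data, passing the limit was not always enough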;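 note: agonist challenge used bursicon conditioned medium at about half maximal strength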
# S100A4 MyoIIA: inhibitors of S100A4-myosin IIA peptide binding, primary screen, biochemical, fluorescence polarization, TAMRA-MyoIIA peptide; Protein S100-A4 (Homo sapiens), P26447; inhibition, % at 10.7 µM; hit rate 0.14% among 360,000; AID 652163, 2013;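 active = mean inhibition of at least 70% across replicates, with every replicate also reaching that level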
# Target sequence (P26447 whole entry, looked up): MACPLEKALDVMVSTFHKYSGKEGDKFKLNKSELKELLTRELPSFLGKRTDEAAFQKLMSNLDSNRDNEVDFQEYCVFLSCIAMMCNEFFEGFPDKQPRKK
#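 incubation = readout 5 min after mixing, signal stable up to 60 min | system = S100A4 monomer protein | buffer or medium = HEPES pH 7.2 with CaCl2, KCl, NaCl, DTT, Triton | benchmarks = neutral control DMSO, positive control TFP | also added = fluorescent myosin IIA peptide, 5 nM | compound dosing = one concentration per compound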
# Cneo AK release: Cryptococcus neoformans cell lysis inducers, primary screen, AK release luminescence, single concentration; lysis activity, % at 15 µM; C. neoformans lysis, adenylate kinase release luminescence, 4 h; normalised: neutral wells 0, clomiphene wells 100; AID 651654, 2012; hit rate 0.2% among 360,000;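 active = mean lysis activity across replicates of at least 80%, whatever share of replicates individually reach that level; inactive = mean lysis activity below 80%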
#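 Material – Cryptococcus neoformans yeast cells · Quantity – 5 × 10^6 yeast cells/mL · Buffer or medium – YPD medium · Compound – single dose · Timing – 4 h static compound exposure, 37 °C, read 1 h post-reagent · Signal – adenylate kinase release luminescence · Read-out basis – lysis from increased AK signal · Benchmarks – Clomiphene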
# ERAP1 inh: human ERAP1 aminopeptidase inhibitors, primary screen, biochemical, single point, plate reader | recombinant ERAP1, Leu-AMC fluorescence, 60 min | inhibition, % at 10.7 µM | Endoplasmic reticulum aminopeptidase 1 (Homo sapiens), Q9NZ08 | hit rate 0.15% among 340,000 | AID 652197, 2013;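 active = mean replicate inhibition of at least 30%, or all replicates individually reaching that 30% level; inactive = mean below 30% and not every replicate reaching it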;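 note: 0% = neutral control wells and 100% = L-leucinethiol positive control wells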
# PGC1a acetyl inh: inhibitors of PGC1a acetylation signal, primary screen, cell-based, U2OS, AlphaScreen, inhibitor mode; AlphaScreen anti-acetyl-lysine; with virally co-expressed GCN5 acetyltransferase; inhibition, % at 15.6 µM; hit rate 0.17% among 350,000; AID 651687, 2012;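 active = every replicate shows inhibition of at least 40%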;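 note: 0% = neutral control wells and 100% = positive control wells; some results beyond the cut were filed as inactive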
# Statin myotox sup: suppressors of statin myotoxicity in C2C12 myotubes, primary screen, cell-based, single point, plate reader; hit rate 0.78% among 330,000; C2C12 myotubes + simvastatin, ATP luminescence, 48 h; scaled: DMSO 0, geranylgeraniol control 100; rescue of ATP level, % at 7.49 µM; AID 602340, 2012;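 active = mean ATP rescue above about 67%, or every replicate alone reaching that limit, limit read from the data, passing the limit was not always enough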;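 note: myotubes were challenged with 10 µM simvastatin during compound exposure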
# SIRT5 block: SIRT5 desuccinylase inhibitors, primary screen, biochemical, fluorescence imaging, single point, set 5; AID 652115, 2013; NAD-dependent protein deacylase sirtuin-5, mitochondrial (Homo sapiens), Q9NXA8; hit rate 1.1% among 330,000; inhibition, % at 15 µM; Purified SirT5, succinyl-peptide AMC, trypsin-coupled fluorescence; in the data active = inhibition above about 15%
# Target sequence (Q9NXA8 whole entry, looked up): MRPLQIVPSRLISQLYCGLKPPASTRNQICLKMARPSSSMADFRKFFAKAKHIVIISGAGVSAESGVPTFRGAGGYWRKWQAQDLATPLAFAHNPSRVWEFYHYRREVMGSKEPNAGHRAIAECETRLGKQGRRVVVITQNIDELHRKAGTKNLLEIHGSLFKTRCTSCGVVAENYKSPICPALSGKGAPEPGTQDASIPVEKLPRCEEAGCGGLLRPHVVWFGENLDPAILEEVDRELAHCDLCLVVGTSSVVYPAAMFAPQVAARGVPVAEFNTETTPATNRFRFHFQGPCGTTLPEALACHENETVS
# XiGFP reactiv: activators of inactive X chromosome reactivation, primary screen, imaging, XiGFP fibroblasts, GFP high-content imaging, set 2 | XiGFP mouse fibroblasts, % GFP-positive cells imaging, 3 d; cells co-treated with 5-aza-dC sensitizer; scaled so ellipticine positive control = 100% | activation, % at 7.58 µM | hit rate 0.055% among 360,000 | AID 743238, 2013;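 active = mean normalized replicate activation at least 10% and every replicate at or above 10%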;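 note: 0% = median of on-plate neutral control wells and 100% = ellipticine 6 µM median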
#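 Material: XiGFP fibroblasts, SV40-immortalized. Buffer or medium: DMEM plus 5-aza-dC sensitizer. Compound: single concentration per compound, delivered by pin transfer. Times: 3 days compound exposure. Controls: ellipticine 6 µM.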
# An asterisk follows results filed as active; x = not tested or not shown; & = joins results of further samples. Only part of the results is shown; rates above refer to the full screens.
SMILES,LGR2 antag,S100A4 MyoIIA,Cneo AK release,ERAP1 inh,PGC1a acetyl inh,Statin myotox sup,SIRT5 block,XiGFP reactiv
C[C@H](CO)N1C[C@H](C)[C@H](CN(C)C(=O)Nc2cccc3ccccc23)Oc2ccc(N(C)C)cc2CC1=O,-5.1,11.8,-8.8,3.2,7.2,2.4,-2.1,-0.6
O=[N+]([O-])c1cc([N+](=O)[O-])c(Oc2c(F)cc(F)cc2F)cc1NN1CCCCC1,-18.5,-16.1,1.2,-1.2,x,-14.3,-2.1,0.1
Cc1noc(C)c1NC(=O)N(C)C[C@@H]1OCCCC[C@H](C)Oc2ccc(NS(C)(=O)=O)cc2C(=O)N([C@@H](C)CO)C[C@H]1C,-8.0,x,-1.4,x,-4.1,x,x,0.1
C[C@H](CO)N1C[C@H](C)[C@H](CN(C)S(=O)(=O)c2cccs2)OCCCC[C@H](C)Oc2ccc(NS(C)(=O)=O)cc2C1=O,-5.6,6.6,-0.2,-2.8,2.1,16.9,0.6,-0.1
COCCCNc1oc(-c2cccs2)nc1S(=O)(=O)c1ccc(C)cc1,-21.6,1.2,x,-1.1,4.1,x,2.1,0.2
COc1ccc(S(=O)(=O)N[C@H]2CC[C@@H](CC(=O)N3CCN(c4ccccc4)CC3)O[C@H]2CO)cc1,22.3,6.4,-0.9,-0.9,7.3,2.8,0.6,-0.1
C[C@@H]1CCCCO[C@H](CN(C)C(=O)Cc2ccccc2)[C@H](C)CN([C@@H](C)CO)C(=O)c2cc(NS(=O)(=O)c3ccc(F)cc3)ccc2O1,0.0,x,6.5,x,9.6,x,x,0.1
O=C(NCc1ccccn1)c1ccc(OC2CCN(Cc3ccc(F)cc3F)CC2)cc1,-7.7,-6.8,1.4,0.9,-12.0,-15.9,-3.2,-0.1
CC(OC(=O)c1ccccc1CCc1ccccc1)C(N)=O (stereo not drawn),-10.5,-2.2,0.2,2.2,x,7.7,-2.5,0.3
COP(=O)(CC(=O)c1ccccc1)CC(=O)c1ccccc1,-3.0,6.0,1.3,-1.2,2.3,2.2,1.1,0.0

# Fetched one by one from the list above:
SMILES,LGR2 antag,S100A4 MyoIIA,Cneo AK release,ERAP1 inh,PGC1a acetyl inh,Statin myotox sup,SIRT5 block,XiGFP reactiv
Cc1noc(C)c1NC(=O)N(C)C[C@@H]1OCCCC[C@H](C)Oc2ccc(NS(C)(=O)=O)cc2C(=O)N([C@@H](C)CO)C[C@H]1C,-8.0,x,-1.4,x,-4.1,x,x,0.1
COc1ccc(S(=O)(=O)N[C@H]2CC[C@@H](CC(=O)N3CCN(c4ccccc4)CC3)O[C@H]2CO)cc1,22.3,6.4,-0.9,-0.9,7.3,2.8,0.6,-0.1

# (further entries)
SMILES,LGR2 antag,S100A4 MyoIIA,Cneo AK release,ERAP1 inh,PGC1a acetyl inh,Statin myotox sup,SIRT5 block,XiGFP reactiv
O=[N+]([O-])c1ccc(N2CCCC2)cc1NCc1ccccc1,-15.1,x,-1.7,x,-5.8,27.7,x,x
COc1ccc(S(=O)(=O)N(C)C[C@H]2Oc3ccc(NS(=O)(=O)c4ccc(F)cc4)cc3C(=O)N([C@H](C)CO)C[C@@H]2C)cc1,-1.1&10.6,-1.6&-2.5,-1.8,-2.4&0.0,7.2,-1.6,-8.2,0.5&0.0
CCOc1ccc(/C=C/C(=O)N(CC)CC(=O)NCc2cccs2)cc1OC,5.6,5.8,-1.4,0.7,-3.8,-4.2,-2.8,0.5
Cc1cccc(S(=O)(=O)N2C[C@H](O)COC[C@@H]3O[C@H](CC(=O)Nc4ccccc4)CC[C@H]32)c1,0.3,9.2,0.5,-0.7,-6.9,-2.1,-0.9,0.2
CC(C)(C)c1ccc(S(=O)(=O)N2CCN(CC(O)COCC3CCCO3)CC2)cc1 (stereo not drawn),-10.9,5.8,1.5,5.2,x,2.7,-1.2,-0.1
COC(=O)c1ccccc1S(=O)(=O)N1CCC(NC(=O)c2ccccc2)CC1,0.7,-3.2,1.7,0.9,5.0,-2.5,-0.7,0.0
O=C(Nc1ccn(CCCN2CCN(c3ccccn3)CC2)c(=O)n1)OCc1ccccc1,3.3,-13.2,-0.9,1.0,8.1,6.4,-3.5,0.4
O=c1c2ccccc2nc(/C=C/c2cc(Br)ccc2O)n1CCCO,25.9,1.6,-1.2,4.4,29.4,46.4,-2.6,0.0
CCC(=O)Nc1ccc(C(=O)NNC(=O)COc2cccc(C)c2)cc1,18.8,2.7,x,2.6,x,x,-4.5,0.5
COc1ccccc1N1CCN(CC(=O)Nc2nccs2)CC1,-3.8,-7.5,-2.1,3.3,0.0,2.7,-10.4,0.3
COc1ccc(C(CNC(=O)COc2ccc(F)cc2Br)N2CCCC2)cc1 (stereo not drawn),-6.0,-6.0,x,-5.1,x,x,-1.0,0.0
Cc1ccc(-n2ncc3c2CC(C)(C)CC3NC(=O)c2cc[n+]([O-])cc2)cc1 (stereo not drawn),14.1,17.5,-0.1,-2.3,-0.6,x,-1.5,0.0
COc1ccc(CCN2C(=O)CSC2=Nc2ccc(C)cc2C)cc1OC,x,-30.6,x,-0.3,3.7,x,-2.0,0.0
O=C(CSc1nc2ccccc2o1)N/N=C/c1ccc(O)c(O)c1,-37.7,3.6,0.3,1.8,-0.3,7.9,9.0,0.2
COCc1cc(=O)[nH]c(Sc2c(-c3ccccc3)c3ccc(Cl)cc3[nH]c2=O)n1,2.5,x,-4.5,x,-8.1,x,x,0.2
O=C(/C=C/c1ccco1)NCc1ccccn1,-0.6,-1.2,x,-2.7,x,x,2.3,0.0
OCC1(CC2CCCCO2)CCN(C/C=C/c2ccccc2)CC1 (stereo not drawn),-4.1,-2.9,15.3,0.5,2.1,-4.8,-1.8,-0.1
O=C(CCCCn1c(=O)[nH]c2ccccc2c1=O)NC1CCN(Cc2ccccc2)CC1,-3.7,-2.4,-0.1,4.7,-3.6,0.5,3.3,0.1
COc1ccccc1NC(=O)N[C@@H]1CC[C@H](CC(=O)N[C@H](C)c2ccccc2)O[C@H]1CO,3.3,-6.6,-10.0,-4.8,3.1,6.5,-0.1,0.7
Cc1noc(C)c1NC(=O)Nc1ccc2c(c1)C(=O)N([C@H](C)CO)C[C@H](C)[C@@H](CN(C)CC1CCCCC1)OCCCC[C@H](C)O2,0.1,3.8,3.2,0.8,0.1,x,2.7,-0.4
Cc1sc(N)nc1-c1c(C)n(C)c2ccccc12,-9.9,-2.6,0.8,-5.1,-6.7,46.8,0.7,0.0
COc1cc(S(C)=O)ccc1-c1nc2ncccc2[nH]1 (stereo not drawn),9.6,-2.5,0.1,-1.7,-4.9,11.3,-7.9,0.0
C[C@H]1CN([C@@H](C)CO)C(=O)c2ccccc2-c2ccccc2CO[C@H]1CN(C)Cc1ccccc1C(F)(F)F,17.5,-23.4,x,9.6,-6.2,x,17.2*,-0.1
CCC(=O)N1CC[C@H]2[C@H](CO)Nc3ccc(C#Cc4cccnc4)cc3[C@H]21,-12.3,10.7,10.2,3.3,-6.9,-6.9,4.7,0.0
CC(C)(CCl)C(=O)Nc1ccnc(-c2ccncc2)n1,x,-1.9,-1.1,-0.1,x,x,-1.0,0.5
CCN(CC)S(=O)(=O)c1cc(C(=O)OCC(=O)NC2CCCc3ccccc32)ccc1C (stereo not drawn),-8.3,x,x,x,-6.1,-6.4,x,0.0
Cc1ccc(C(=O)N2N=C3c4ccccc4S(=O)(=O)N3[C@H]2N(C)C)cc1,17.5,-2.0,x,-1.7,-2.3,x,x,0.0
N#C[C@H]1[C@@H](c2ccccc2)[C@@H](CO)N1C(=O)c1cccnc1,-7.2,10.0,1.9,-2.0,2.7,-18.7,-12.6,-0.1
O=C(Nc1ccccn1)c1ccc(Cl)c(S(=O)(=O)N2CCOCC2)c1,-21.0,-0.4,-3.4,-7.1,-0.1,x,-0.9,0.2
O=C(Cc1ccc([N+](=O)[O-])cc1)NCc1cccnc1,x,-2.4,0.8,0.9,-2.3,7.8,2.8,0.2
CCCNC(=O)C[C@@H]1C[C@@H]2c3cc(NS(C)(=O)=O)ccc3O[C@@H]2[C@H](CO)O1,11.7,-6.6,18.6,1.9,-1.6,-1.4,-0.8,-0.1
O=C(NCCN1CCOCC1)c1ccc(NS(=O)(=O)c2cccc([N+](=O)[O-])c2)cc1,0.2,-1.4,x,-13.4,x,x,6.2,0.1
CCCCS(=O)(=O)N1CCCC(C(=O)Oc2ccccc2)C1 (stereo not drawn),-3.9,-19.9,-0.4,-0.4,-2.8,8.9,-1.4,0.1
CCCNC(=O)N(C)C[C@H]1Oc2ncc(-c3ccc(F)cc3)cc2C(=O)N([C@@H](C)CO)C[C@H]1C,-5.9,-17.8,-8.6,-1.0,0.9,-1.6,0.4,-0.2
Cc1ccc(NS(=O)(=O)c2ccc3c(c2)NC(=O)C(C)C(=O)N3)cc1C (stereo not drawn),-7.3,2.3,13.0,4.6,x,9.0,9.7,0.2
C[C@@H]1CCCCO[C@@H](CN(C)S(=O)(=O)c2ccc(F)cc2)[C@H](C)CN([C@H](C)CO)C(=O)c2cc(NC(=O)NC3CCCCC3)ccc2O1,-1.5,2.3,-1.7,-1.3,1.9,x,3.0,0.0
Cc1ccc(S(=O)(=O)N(C)C)cc1NC(=S)NCCc1ccccn1,1.4,4.0,x,1.7,x,x,2.9,0.0
COc1ccc(S(=O)(=O)N2CCC(C(=O)NC3CCCCC3)CC2)cc1OC,0.3,8.0,-0.4,2.1,x,0.8,-6.5,-0.1
CC1CCN(S(=O)(=O)c2cc(C(=O)NC3(C)CCS(=O)(=O)C3)ccc2Br)CC1 (stereo not drawn),7.6,11.4,-0.8,1.7,-4.3,10.6,9.5,0.0
C[C@@H]1CCCCO[C@H](CN(C)C(=O)Nc2ccc3c(c2)OCO3)[C@@H](C)CN([C@H](C)CO)C(=O)c2cc(NS(=O)(=O)c3ccccc3)ccc2O1,8.0,2.7,2.7,2.3,-2.9,x,0.5,0.0
C[C@@H]1CN([C@@H](C)CO)C(=O)Cc2cc(NC(=O)C3CC3)ccc2O[C@@H]1CN(C)CC1CC1,-7.7,0.1,-3.7,1.1,x,-8.1,-15.9,0.2
CCN(CC(=O)Nc1c(F)cccc1F)C(=O)c1ccc(S(=O)(=O)N(CC)c2ccccc2)cc1,13.3,-5.4,1.8,2.0,7.5,-10.8,0.9,0.4
O=C(Cc1ccc(Br)cc1)Nc1ccc(S(=O)(=O)Nc2ncccn2)cc1,4.9,-0.8,1.9,-1.0,-7.5,33.1,0.5,0.0

# Reformatted: entries from further up.
# Order of results: LGR2 antag, S100A4 MyoIIA, Cneo AK release, ERAP1 inh, PGC1a acetyl inh, Statin myotox sup, SIRT5 block, XiGFP reactiv
> Cc1ccc(S(=O)(=O)N(C)C)cc1NC(=S)NCCc1ccccn1
  1.4, 4.0, x, 1.7, x, x, 2.9, 0.0
> COc1ccc(S(=O)(=O)N2CCC(C(=O)NC3CCCCC3)CC2)cc1OC
  0.3, 8.0, -0.4, 2.1, x, 0.8, -6.5, -0.1
